PglD inh = C. jejuni PglD acetyltransferase inhibitors, primary screen, biochemical, DTNB colorimetric, single point | UDP-N-acetylbacillosamine N-acetyltransferase PglD (Campylobacter jejuni) | purified PglD enzyme, DTNB colorimetric CoA detection | inhibition, % at 12.5 µM | actives 0.098% (n = 360,000) | AID 602405, 2012; in the data active = inhibition above about 16%, passing the limit was not always enough; inconclusive = no clear call, values can overlap the other calls; note: strong numbers were not always called active
ARNT-TACC3 inh = disruptors of ARNT/TACC3 protein interaction, primary screen, biochemical, AlphaScreen, single concentration | AlphaScreen His-ARNT PAS-B/GST-TACC3 binding, luminescence; TACC3 fragment carries E629A point mutation | Transforming acidic coiled-coil-containing protein 3 (Homo sapiens), Q9Y6A5 | actives 0.66% (n = 390,000) | inhibition, % at 9.99 µM;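 active = mean inhibition of replicates at least 50% and at least half of replicates each reaching 50%; inconclusive = half or more replicates reach 50% but mean below 50%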;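 note: 0% = complete ARNT plus TACC3 wells and 100% = ARNT alone without TACC3; many hits fall short of the cut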
esBAF inh = Bmi1 luciferase reporter increase in mESCs, primary screen, esBAF inhibitor project, mouse ES cells, Bmi1 luciferase knock-in, single point | 24 h; 100% = twice the neutral-well signal | reporter increase, % at 12.5 µM | actives 2% (n = 350,000) | AID 602393, 2012; in the data active = activation above about 40%; inconclusive = no clear call, values can overlap the other calls;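 note: 0% = median of the plate's neutral control wells and 100% = double that signal; a rise in the Bmi1 reporter signal indicates esBAF inhibition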
Casp6 inh = human caspase-6 inhibitors, primary screen, biochemical, VEID-R110 fluorescence, single point, set 2; actives 0.53% (n = 350,000); purified caspase-6, Z-VEID-R110 cleavage fluorescence; inhibition, % at 12.5 µM; P55212;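 active = mean inhibition across replicates at least about 35%, with every replicate also reaching that limit, limit read from the data; inconclusive = only one of the two criteria met; inactive = neither criterion met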;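 note: 0% = median of neutral control wells and 100% = no fluorescence left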
E-selectin induc = E-selectin induction in HUVECs, primary screen, imaging, HUVEC, immunofluorescence imaging, single point; P16581; normalized: neutral wells 0, TNF-alpha wells 100; activation, % at 7.58 µM; actives 0.37% (n = 260,000); AID 686992, 2013;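 active = mean E-selectin-positive cell signal at least 10% of the positive control, reached in at least 60% of replicates, without over 20% cell loss; inconclusive = no rule given, readout overlaps actives, possibly toxicity-flagged; inactive = the rest, including those meeting only one limit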;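 note: in these data hits start at about 27%; measured in HUVEC primary endothelial cells; signal is the percent of cells scored E-selectin positive by PE staining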
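Test system: HUVEC; input: 3,000 HUVEC/well; measured by: immunofluorescence imaging; read-out: % PE-positive cells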
RAD52 anneal inh = RAD52 DNA annealing inhibitors, primary screen, biochemical, FRET, single point, set 2; DNA repair protein RAD52 homolog (Homo sapiens), P43351; inhibition, % at 18.7 µM; actives 0.46% (n = 360,000); recombinant RAD52 DNA annealing, FRET fluorescence;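 active = every replicate showing at least 50% inhibition; inconclusive = mean inhibition at least 50% but not in every replicate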
Target sequence (P43351 whole entry, looked up): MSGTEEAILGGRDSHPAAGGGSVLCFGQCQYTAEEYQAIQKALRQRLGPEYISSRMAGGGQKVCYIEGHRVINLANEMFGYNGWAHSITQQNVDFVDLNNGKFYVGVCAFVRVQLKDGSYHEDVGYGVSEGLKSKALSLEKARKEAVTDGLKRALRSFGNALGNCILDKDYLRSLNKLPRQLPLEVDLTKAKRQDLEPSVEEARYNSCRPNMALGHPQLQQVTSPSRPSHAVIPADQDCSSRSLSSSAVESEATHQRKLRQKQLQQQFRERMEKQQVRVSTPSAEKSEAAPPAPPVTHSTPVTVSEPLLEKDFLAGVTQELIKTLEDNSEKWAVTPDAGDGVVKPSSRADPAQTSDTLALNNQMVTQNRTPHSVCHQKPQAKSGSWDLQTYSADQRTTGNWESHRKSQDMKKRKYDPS
ERp5 block = inhibitors of ERp5-driven insulin aggregation, primary screen, biochemical, turbidity, absorbance 650 nm, single point; inhibition, % at 9.99 µM; AID 651711, 2012; actives 0.05% (n = 350,000); Protein disulfide-isomerase A6 (Homo sapiens), Q15084; 90 min;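 active = mean replicate inhibition above about 25%, with every replicate also reaching it, limit read from the data, passing the limit was not always enough; inconclusive = only one of those two criteria met; inactive = neither criterion met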
Target sequence (Q15084 whole entry, looked up): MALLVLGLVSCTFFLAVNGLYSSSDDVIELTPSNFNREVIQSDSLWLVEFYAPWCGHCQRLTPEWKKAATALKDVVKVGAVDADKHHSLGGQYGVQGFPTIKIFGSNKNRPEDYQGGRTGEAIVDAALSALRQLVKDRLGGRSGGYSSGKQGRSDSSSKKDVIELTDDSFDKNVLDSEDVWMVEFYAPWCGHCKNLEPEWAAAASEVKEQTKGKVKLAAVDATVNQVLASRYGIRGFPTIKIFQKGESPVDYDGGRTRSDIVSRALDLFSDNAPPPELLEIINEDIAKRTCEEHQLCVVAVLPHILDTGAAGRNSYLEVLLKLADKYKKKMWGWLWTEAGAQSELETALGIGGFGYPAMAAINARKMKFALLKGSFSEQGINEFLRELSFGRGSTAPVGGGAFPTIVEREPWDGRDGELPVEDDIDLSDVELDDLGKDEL
RAD54 branch = inhibitors of human RAD54 branch migration, primary screen, biochemical, fluorescence, single point | RAD54 Holliday junction branch migration, FAM/BHQ fluorescence | inhibition, % at 10.4 µM | actives 0.14% (n = 360,000) | AID 602329, 2012;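 active = mean normalized replicate activity at least 40 and at least half of replicates scoring 40 or more; inconclusive = only one of the two criteria met; inactive = mean below 40 and under half of replicates reaching 40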;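 note: 0% = median of neutral control wells and 100% = median of positive control wells; inhibitors cause a drop in the FAM fluorescence signal; in these data hits start at about 50%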
Numbers without * were called inactive; ? = inconclusive; . = not tested or not shown.

SMILES	PglD inh	ARNT-TACC3 inh	esBAF inh	Casp6 inh	E-selectin induc	RAD52 anneal inh	ERp5 block	RAD54 branch
Cc1nnc(NC(=O)CN2CCN(Cc3ccccc3Cl)CC2)s1	2	1	0	3	.	-10	-5	2
Cc1cccc(C(=O)NNC(=O)CSc2nnc(C(C)C)n2C)c1	-5	-2	-4	0	.	-7	5	4
CCc1nc2c(OCc3ccc(F)c(F)c3)cccn2c1N(C)C(=O)c1cccs1	4	.	2	15	-0.5	-1	4	-16
O=C(O)c1ccccc1SCCS(=O)(=O)c1ccc(Cl)cc1Cl	1	-15	-2	2	.	-9	-1	-5
COc1ccccc1OCC(=O)Nc1ccccc1C(=O)NCc1cccnc1	3	.	-15	-3	0.0	-5	2	-4
C=C(CCO)C1=CCN(S(=O)(=O)C(C)(C)C)[C@H]1CCO	-1	-1	4	1	0.0	-13	-5	-6
O=C(O)C1CCN(C(=O)CSc2nc3ccccc3c(=O)n2-c2ccc(Cl)cc2)CC1	-2	2	0	0	0.1	-3	-3	-3
FC(F)(F)c1ccc(CSc2nccn2-c2ccccc2)cc1	0	-1	-7	.	.	.	.	-7
COC(=O)c1ccccc1NC(=O)CSc1nnc(C(CO)NC(=O)c2ccccc2Cl)n1C (centres undefined)	1	0	-14	.	.	.	.	-9
S=C(NCCc1ccccc1)N1CCn2cccc2C1c1ccncc1 (centres undefined)	.	5	.	2	-0.1	-9	1	.
CC(Oc1ccc(Cl)cc1)C(=O)Nc1ccccc1C(=O)N1CCOCC1 (centres undefined)	-1	-4	.	2	-0.1	-6	3	-5
CCC(=O)Nc1ccc2c(c1)C(=O)N(C)C[C@@H](OC)[C@@H](C)CN(CC1CCOCC1)[C@H](C)CO2	3	-5	3	.	-0.3	.	.	6
CC(=O)c1cccc(OC(=O)Oc2cccc(C(C)=O)c2)c1	.	29	.	0	0.5	10	5	.
O=C(CSc1ncccn1)N1CCN(Cc2ccccc2)CC1	5	0	-5	.	.	.	.	7
O=C(CN1CCN(Cc2ccccc2)CC1)NC(=O)NCc1ccco1	0	-6	-1	.	.	.	.	8
CN1CCN(C=NC2=NN(c3cccc(C(F)(F)F)c3)CC2)CC1	-4	6	16	-8	-0.2	-7	9	-5
CCOc1ccccc1C(=O)NCCCCNC(=O)c1ccccc1OCC	3	-4	8	0	.	-52	.	-2
CN(CCCn1ccc(NC(=O)OCc2ccccc2)nc1=O)Cc1ccco1	-3	.	-6	-3	0.5	16	-6	-9
COc1ccc(C(CNS(=O)(=O)c2cccc(F)c2)N2CCCC2)cc1 (centres undefined)	-3	-4	-2	-5	-0.3	-4	5	-8
C=CCn1c(=O)c(C(=O)Nc2ccccc2C)c(O)c2ccccc21	-3	-2	61*	1	0.1	-8	2	-7
Clc1ccc(CON/C=N/c2ncnc3sccc23)c(Cl)c1	-6	-9	-1	.	.	.	.	6
CC1(C)OC(=O)C2=C(C[C@@H](C3CCCCC3)O[C@@H]2c2ccc(Cl)cc2)O1	.	.	.	0	0.1	-11	0	.
O=C(Nc1ccc(Cl)c(Cl)c1)N(CCCN1CCOCC1)Cc1cccnc1	-1	3	-3	-12	.	0	4	-3
Cc1ccc(Cl)cc1NC(=O)Nn1cnnc1	-2	.	6	-3	-0.3	-5	3	-2
COC(=O)c1nc[nH]c1[N+](=O)[O-]	3	-3	0	-1	-0.1	-15	3	0
CN=C(Nc1cccnc1)c1cccc(C(F)(F)F)c1	-9	-23	-7	65*	.	0	0	-9
O=C(OCC(=O)N(C1CCCCC1)C1CCCCC1)c1ccccc1O	-4	-18	-10	-1	-0.1	-5	0	0
CCCCn1c(=N)n(CC(O)c2ccccc2)c2ccccc21 (centres undefined)	-8	2	.	3	2.1	-12	?	6
Cc1cc(N2CCN(C(=O)OC(C)(C)C)C[C@H]2C)ccc1N1CCN(Cc2ccccc2)[C@@H](C)C1	.	.	.	-2	0.2	8	-3	.
COCCSc1nnc(NC(=O)CCS(=O)(=O)Cc2ccccc2)s1	-5	3	-2	1	-1.1	-3	-4	9

Complete entries, quoted from the list.
Listed for `COc1ccc(C(CNS(=O)(=O)c2cccc(F)c2)N2CCCC2)cc1` (centres undefined) = PglD inh: -3; ARNT-TACC3 inh: -4; esBAF inh: -2; Casp6 inh: -5; E-selectin induc: -0.3; RAD52 anneal inh: -4; ERp5 block: 5; RAD54 branch: -8
Listed for `O=C(Nc1ccc(Cl)c(Cl)c1)N(CCCN1CCOCC1)Cc1cccnc1` = PglD inh: -1; ARNT-TACC3 inh: 3; esBAF inh: -3; Casp6 inh: -12; E-selectin induc: .; RAD52 anneal inh: 0; ERp5 block: 4; RAD54 branch: -3

Further results:
SMILES	PglD inh	ARNT-TACC3 inh	esBAF inh	Casp6 inh	E-selectin induc	RAD52 anneal inh	ERp5 block	RAD54 branch
CCc1cc(=O)oc2cc3oc(C)c(C)c3cc12	0	-3	4	1	.	-7	-5	-3
CCC1(c2ccc(F)cc2)NC(=O)N(CC(=O)Nc2ccc3c(c2)OCCO3)C1=O (centres undefined)	-1	.	-7	6	.	-13	2	-2
COCCNC(=O)C(c1ccc(F)cc1)N(C(=O)CCC(=O)Nc1ccccn1)c1ccc(C)cc1 (centres undefined)	4	-4	-8	-1	-0.1	-11	5	-8
NC(=O)NN=C(C1CC1)C1CC1	2	-22	-5	-2	-0.2	-12	4	4
Cc1ccc(-c2c[n+](CC(=O)c3cccs3)c3n2CCC3)cc1	.	1	.	-6	.	-3	-1	.
CC(C)Cc1nnc(NC(=O)C2CCCC2)s1	0	8	4	-3	.	-17	-1	-7
CCN(CC(=O)NCC1CCCO1)S(=O)(=O)c1ccc(Cl)cc1 (centres undefined)	.	-2	.	-3	-0.4	-9	1	-8
COc1ccc(C(C)=NNC(=O)c2cccc(S(=O)(=O)N3CCCC3)c2)cc1	-2	-1	-6	3	0.1	-16	5	-1
Cc1ccc(NC(=O)c2ccc(F)cc2)nc1	.	.	.	-1	4.8	-3	1	.
COCCNc1cc(C)nc2c3c(C)cc(C)nc3nn12	-2	-3	7	.	.	.	.	8
Cc1ccc2c(c1)N(CCC(=O)NCc1ccco1)C(=O)CO2	3	-15	-5	.	.	.	.	-10
O=C(CCc1nc(-c2ccccc2F)no1)NCCN1CCOCC1	-9	1	-8	.	.	.	.	4
CN(C)CC(=O)N1[C@@H]2Cn3c(ccc(-c4ccccc4)c3=O)[C@H]1[C@@H](C(=O)N1CCCCC1)[C@@H]2CO	-7	0	-5	2	0.1	2	3	6
c1ccc2[nH]c(CCCCCc3nc4ccccc4[nH]3)nc2c1	-1	.	-7	-3	0.3	-1	-2	3
O=C(C[C@H]1CC[C@H](NC(=O)Nc2ccccc2)[C@H](CO)O1)NCc1ccccn1	-2	3	5	0	-0.5	-3	15	-1
Oc1ccc(Nc2nc3ccccc3nc2Nc2ccc(O)cc2)cc1	-1	8	12	.	.	.	.	-1
CC(=O)c1c(C)cc(C)c(CSc2nnc(-c3ccco3)o2)c1C	-1	2	3	.	.	.	.	8
Cc1ccc(C2CC(=O)C(C=NCCN3CCN(C(=S)Nc4ccc(F)cc4)CC3)=C(O)C2)cc1 (centres undefined)	.	-6	1	3	.	-28	1	.
O=C(COC(=O)c1ccc(S(=O)(=O)N2CCOCC2)cc1)Nc1ccccc1F	7	-3	-4	-6	.	-75	-5	-8
Cc1cc(C)n(Cc2ccc(C(=O)NCc3ccco3)o2)n1	-1	-6	3	.	.	.	.	-8
Cc1cc(C)n(Cc2ccc(C(=O)O)o2)n1	-3	-10	-4	.	.	.	.	-1
CCc1ccc(/C=C2\Oc3cc(OS(C)(=O)=O)ccc3C2=O)cc1	.	-3	.	2	.	-26	-7	.
COc1ccc(NC(=O)N(C)C[C@H]2Oc3ncc(C#CCC(C)C)cc3C(=O)N([C@H](C)CO)C[C@@H]2C)cc1	3	7	-1	-1	1.0	-10	0	5
CCCN(C)C[C@H]1OCCCC[C@H](C)Oc2ccc(NS(=O)(=O)c3ccc(F)cc3)cc2C(=O)N([C@H](C)CO)C[C@H]1C	1	3	-4	3	1.5	34	-2	4
CCC(C(=O)OCn1nnc2ccccc2c1=O)c1ccccc1 (centres undefined)	.	-1	.	9	9.8	-3	0	.
CCCS(=O)(=O)c1c(S(=O)(=O)CCC)c2ccc(C(N)=O)cn2c1C(=O)c1ccccc1	3	3	-7	-2	0.1	-15	-4	-14
C=CCc1c(C)nc(SC(C)C)[nH]c1=O	0	-5	-8	.	.	.	.	11
O=C(NCCCN1CCCCC1)C1CC(=O)N(CCc2ccccc2)C1 (centres undefined)	-11	-8	-7	-29	.	-10	3	0
COc1ccc(CNS(=O)(=O)c2csc(C(N)=O)c2)cc1OC	0	-4	-9	17	-0.1	10	0	6
Cc1ccc(S(=O)(=O)N(C)C)cc1NC(=O)COC(=O)CCNS(=O)(=O)c1ccccc1	1	1	-2	0	2.6	-10	23	-2
COc1cccc(/C=C2/C(=O)NN(c3ccc(C)c(C)c3)C2=O)c1	10	-15	5	8	.	2	2	-7
CCc1ccc(-c2cc(C)no2)cc1S(=O)(=O)Nc1ccc(Cl)cn1	-2	-5	-4	1	0.1	3	4	-5
Cc1cc(C)c(-n2nnnc2SC(C)C)c(C)c1	.	15	.	2	0.0	5	-1	.
CNc1c(NS(=O)(=O)c2cc(NC(C)=O)ccc2C)c(=O)oc2ccccc12	-2	-4	-4	-2	0.1	-12	4	-7
COc1cccc(NC(=O)CN(C)C(=O)c2cc(-c3cccc(Br)c3)nc3ccccc23)c1	2	1	6	10	1.0	-12	-11	8
c1ccc(-c2nc(N3CCOCC3)sc2-c2ccccc2)cc1	.	0	-4	0	.	-5	8	.
C[C@H](CO)N1C[C@H](C)[C@H](CN(C)Cc2ccccc2C(=O)O)Oc2cc(C#CC3CCCC3)ccc2S1(=O)=O	0	28	0	4	.	4	1	-3
CCC1Oc2ccc(C)cc2N(CC(=O)NC2CCCCC2)C1=O (centres undefined)	-3	-4	-4	-2	1.0	-17	2	4
O=C(O)C1CCCCC1C(=O)NCCc1ccncc1 (centres undefined)	-2	-3	2	.	.	.	.	0
O=[N+]([O-])c1nn(-c2ccccc2)[n+]([O-])c1N1CCN(c2ccccc2F)CC1	.	.	.	0	-0.2	-157	2	.
N#C[C@@H]1[C@@H](c2ccccc2-c2ccccc2F)[C@H](CO)N1C(=O)c1cccc(F)c1	.	.	.	-1	0.2	-27	-4	.
Cc1ccc(OCC(O)CN2CCCC2)cc1 (centres undefined)	-11	-7	1	-2	.	-5	-3	0
CC(C)C#Cc1ccc2c(c1)O[C@H](CN(C)Cc1cncnc1)[C@@H](C)CN([C@H](C)CO)S2(=O)=O	0	-5	11	0	0.7	18	-2	-2
Cc1nc2sc(C(c3ccco3)N3CCOCC3)c(O)n2n1 (centres undefined)	11	-9	-7	.	.	.	.	-8
O=C(COC(=O)c1cccc(F)c1)NC(=O)NCc1ccccc1	1	6	5	1	.	6	-3	-7
